Screens (PubChem BioAssay)
H37Rv inhibition: M. tuberculosis growth inhibition, HTS (AID 449762); M. tuberculosis H37Rv growth inhibition, 7H9 media; higher % means a stronger effect; one-dose inhibition, % at 25 µM; IC50 in µM for titrated hits; hit rate 0.59% among 330,000; in the data active means a potency from the dose series; inconclusive means inhibition above about 70% without an active follow-up result;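 further: bacterial growth assessed after seven days of incubation; strong numbers were not always called active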
tuberculosis growth: growth inhibition of non-replicating M. tuberculosis (AID 488890); Mycobacterium tuberculosis non-replicating, growth inhibition; higher % means a stronger effect; one-dose inhibition, % at 25 µM; IC50 in µM for titrated hits; hit rate 0.39% among 320,000; in the data active means a potency from the dose series; inconclusive means inhibition mostly from about 82% at the one dose, without a potency; inactive means the rest, 99 in 100 with inhibition below about 76%;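 further: plate controls were DMSO cells for no effect and high antibiotic wells for full effect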
PhoP GFP inhibition: PhoP regulon inhibitors, Salmonella typhi PhoP promoter GFP reporter, confirmatory (AID 1850); Salmonella Typhi PhoP-promoter GFP reporter, fluorescence, 4 h; higher % means a stronger effect; hit rate 0.33% among 310,000; inhibition, % at 50 µM, or IC50 in µM where a hit was titrated; in the data active means a potency from the dose series; inconclusive means inhibition mostly from about 25% at the one dose, without a potency; inactive means the rest, 99 in 100 with inhibition below about 19%;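 further: 0% = induced wells with vehicle and 100% = uninduced wells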
H1N1 NS1A inhibition: H1N1 influenza NS1A inhibitors, functional cell based assay (AID 504329); NS1A functional cell-based assay, percent inhibition; higher % means a stronger effect; inhibition, % at 12.5 µM; hits with a dose series show IC50 in µM; hit rate 0.3% among 340,000; in the data active means a potency from the dose series; inconclusive means inhibition above about 27% without an active follow-up result; further: strong numbers were not always called active
inhibitors of VEEV: inhibitors of VEEV TC-83 cytopathic effect, confirmation, Vero cells (AID 588727); one-dose inhibition, % at 20 µM; IC50 in µM for titrated hits; Vero cells, VEEV TC-83 cytopathic effect inhibition; higher % means a stronger effect; hit rate 0.13% among 350,000; in the data active means a potency from the dose series; inconclusive means inhibition mostly from about 14% at the one dose, without a potency; inactive means the rest, 99 in 100 with inhibition below about 12%; further: strong numbers were not always called active
inhibitors of VEEV 10K pilot screen: also measured in inhibitors of VEEV; calls as there; inhibition, %; measured here: 10K pilot screen inhibition
* marks the source's active call; other numbers are inactive results; i = inactive; ? = inconclusive; . = no result given.

SMILES	H37Rv inhibition	tuberculosis growth	PhoP GFP inhibition	H1N1 NS1A inhibition	inhibitors of VEEV	others
COc1cccc(C2CC(C(F)(F)F)n3nc(C(=O)Nc4c(C)n(C)n(-c5ccccc5)c4=O)cc3N2)c1 (centres undefined)	2%	-6%	2%	-6%	0.3%
CC(=O)N(C)c1ccc(NCc2cc(=O)oc3cc(C)c(O)cc23)cc1	-1%	-7%	-13%	0%	i
COC(=O)c1sc(C(C)(C)C)cc1CS(=O)(=O)c1ccccn1	-2%	5%	-6%	-14%	0.9%
CCCC(=O)OCC(=O)Nc1cc(Cl)ccc1[N+](=O)[O-]	-1%	-10%	1%	8%	0.7%
CC(Sc1ncnc2sccc12)C(=O)Nc1ccc(S(N)(=O)=O)cc1 (centres undefined)	4%	-14%	.	3%	0.7%
COc1ccc(C(=O)NC2CC2)cc1OC1CCN(Cc2ccc(Cl)cc2)CC1	-2%	-7%	7%	10%	2.2%
COc1ccc(CN(CC(=O)NCc2ccccc2)C(=O)CCC(=O)Nc2cc(C)ccn2)cc1	-7%	7%	-5%	-1%	2.6%
O=C(c1cccs1)N1CCc2c([nH]c3ccccc23)C1c1ccccn1 (centres undefined)	0%	22%	-3%	-11%	1.2%
NC(=O)C1CCN(c2ncc(C(F)(F)F)cc2Cl)CC1	4%	4%	-10%	4%	0.9%
C=CCn1c(O)c(C=Nc2ccc(Cc3ccncc3)cc2)c(=O)[nH]c1=S	47%	4%	-12%	-2%	0.3%
CCOC(=O)C1=C(C)NC(C)=C(C(=O)OCC)C1C(=O)OCC(=O)NC1CCCCC1	2%	30%	.	3%	6.7%
Cc1nc2ccc(Br)cc2c(=O)n1-c1ccc([N+](=O)[O-])c(C(F)(F)F)c1	8%	8%	-2%	16%	2.5%
O=C(CSc1nnc2n1CCCCC2)Nc1ccc(N2CCOCC2)cc1	-1%	-12%	15%	20%	0.1%
CCCOc1ccc(C2=CSC3=NCCN23)cc1	-1%	22%	12%	-8%	i
O=C(COC(=O)c1cc(=O)[nH]c2ccccc12)NCc1ccccc1	-11%	-8%	.	-9%	2.7%
CCn1c(SCC(N)=O)nnc1-c1cc2c(C)nn(-c3ccccc3)c2s1	?	62%	-5%	-3%	3.7%
CCCC(=O)n1nc(-c2ccc(OC)cc2)nc1N	-7%	3%	-9%	-1%	0.6%
Cc1ccc(-n2c(O)c(C=Nc3cc(C)on3)c3ccccc3c2=O)c(C)c1	14%	-3%	2%	7%	2.3%
CCc1nnc2n1N=C(c1ccc(OC)cc1)CS2	2%	6%	4%	-1%	0.6%
COc1cccc(/C=N/NC(=O)NC23CC4CC(CC(C4)C2)C3)c1O	10%	22%	-5%	.	5.2%

2 entries picked at random from the list so far:
SMILES	H37Rv inhibition	tuberculosis growth	PhoP GFP inhibition	H1N1 NS1A inhibition	inhibitors of VEEV	others
NC(=O)C1CCN(c2ncc(C(F)(F)F)cc2Cl)CC1	4%	4%	-10%	4%	0.9%
O=C(CSc1nnc2n1CCCCC2)Nc1ccc(N2CCOCC2)cc1	-1%	-12%	15%	20%	0.1%

Returning to the listing, starting three compounds before the break.
SMILES	H37Rv inhibition	tuberculosis growth	PhoP GFP inhibition	H1N1 NS1A inhibition	inhibitors of VEEV	others
Cc1ccc(-n2c(O)c(C=Nc3cc(C)on3)c3ccccc3c2=O)c(C)c1	14%	-3%	2%	7%	2.3%
CCc1nnc2n1N=C(c1ccc(OC)cc1)CS2	2%	6%	4%	-1%	0.6%
COc1cccc(/C=N/NC(=O)NC23CC4CC(CC(C4)C2)C3)c1O	10%	22%	-5%	.	5.2%
O=C(OCCCN=C1NS(=O)(=O)c2ccccc21)c1ccc([N+](=O)[O-])cc1	37%	18%	4%	1%	0.5%
Cc1n[nH]c(=S)n(NC(=O)CC(=O)Nn2c(=S)[nH]nc(C)c2=O)c1=O	-6%	-5%	-11%	6.4µM*	0.1%
O=C1C2C(C(=O)N1/N=C/c1cc([N+](=O)[O-])c(O)cc1O)C1C=CC2C12CC2 (centres undefined)	4%	35%	-3%	-1%	1.4%
O=C(NNC(=S)NC1CCCCC1)c1ccc(Cl)s1	10%	13%	-15%	3%	0.7%
COc1ccc(C)cc1NC(=O)n1ncc2c(C)cccc21	2%	-2%	3%	-13%	i
CCC1CCCCN1C(=O)CN1C(=O)CSC1=O (centres undefined)	0%	-18%	-3%	5%	3.2%
Cc1ccc(NC(=O)c2nc[nH]c2C(=O)N[C@@H](C)C(=O)OC(C)(C)C)cc1	?	72%	7%	-4%	5.2%	inhibitors of VEEV 10K pilot screen=9.1
CCc1ccc(/C=N/NC(=O)c2cc(C)on2)s1	-2%	-27%	-9%	1%	1.7%
CCOC(=O)C1=C(COC(=O)c2ccc([N+](=O)[O-])s2)NC(=O)NC1C (centres undefined)	41%	?	.	-2%	0.5%
C(=N\N=C\c1cccnc1)/c1cccnc1	-5%	-10%	6%	-1%	1.2%
CCOc1ccc(/C=N/OCC(=O)NCc2ccc3c(c2)OCO3)cc1OC	-9%	.	-1%	-2%	0.9%
O=C(O)C(c1ccccc1)c1ccccc1	-8%	-14%	11%	-22%	i
CCC1=NN2C(=N)/C(=C/c3c(C)nn(-c4ccccc4)c3Cl)C(=O)N=C2S1	-3%	17%	5%	-5%	12%
Cc1cccc(C)c1NC(=O)C(Cl)=C(Cl)Cl	17%	64%	-11%	7%	0.5%
Cc1cc(=O)[nH]c(Sc2c(-c3ccccc3)c3ccccc3[nH]c2=O)n1	-3%	-2%	6%	-21%	i
CCN(Cc1ccccc1)C(=O)COC(=O)CNC(=O)c1ccc(C)s1	5%	5%	-6%	-12%	8.9%
CCOc1ccc(NC(=O)CN(C)c2nnnn2-c2ccccc2)cc1OCC	-3%	8%	-4%	12%	1.3%
COc1ccccc1N1CCN(Cc2ccc(F)cc2)CC1	2%	-8%	6%	12%	0.2%
CC1CCCCC12NC(=O)N(CC(=O)N1CCN(S(=O)(=O)c3ccc4c(c3)CCC4)CC1)C2=O (centres undefined)	.	.	.	4%	2.8%
C=CCn1c(SCC(=O)NC2CCCC2)nc2c([nH]c3ccccc32)c1=O	-23%	6%	-7%	-11%	0.2%

Part of the list above in order of SMILES length, high to low.
SMILES	H37Rv inhibition	tuberculosis growth	PhoP GFP inhibition	H1N1 NS1A inhibition	inhibitors of VEEV	others
CC1CCCCC12NC(=O)N(CC(=O)N1CCN(S(=O)(=O)c3ccc4c(c3)CCC4)CC1)C2=O (centres undefined)	.	.	.	4%	2.8%
O=C1C2C(C(=O)N1/N=C/c1cc([N+](=O)[O-])c(O)cc1O)C1C=CC2C12CC2 (centres undefined)	4%	35%	-3%	-1%	1.4%
Cc1n[nH]c(=S)n(NC(=O)CC(=O)Nn2c(=S)[nH]nc(C)c2=O)c1=O	-6%	-5%	-11%	6.4µM*	0.1%
CCN(Cc1ccccc1)C(=O)COC(=O)CNC(=O)c1ccc(C)s1	5%	5%	-6%	-12%	8.9%
COc1ccc(C)cc1NC(=O)n1ncc2c(C)cccc21	2%	-2%	3%	-13%	i
Cc1cccc(C)c1NC(=O)C(Cl)=C(Cl)Cl	17%	64%	-11%	7%	0.5%
CCC1CCCCN1C(=O)CN1C(=O)CSC1=O (centres undefined)	0%	-18%	-3%	5%	3.2%

Other compounds.
SMILES	H37Rv inhibition	tuberculosis growth	PhoP GFP inhibition	H1N1 NS1A inhibition	inhibitors of VEEV	others
COc1ccc(CNC(=O)COC(=O)C2CCN(S(=O)(=O)c3ccccc3C(F)(F)F)CC2)cc1	1%	22%	0%	-8%	i
COc1ccc(S(=O)(=O)N2CCOCC2)cc1NC(=O)CSc1ncnc2ccccc12	0%	31%	-9%	9%	0.7%
CCc1nnc(NC(=O)CSc2nnnn2-c2cccc(C(=O)OC)c2)s1	?	48%	-12%	0%	0.3%	inhibitors of VEEV 10K pilot screen=1.4
CNS(=O)(=O)c1ccc(CNC[C@H]2O[C@@H](n3cnc(C(N)=O)n3)[C@H](O)[C@@H]2O)cc1	.	.	.	5%	i
O=C(Nc1cccc(Cl)c1)N1CCc2ccccc2C1	7%	?	5%	-4%	i
CC(C)c1cc(C(N)=O)c(NC(=O)c2cccc(COc3ccc(Cl)cc3)c2)s1	-1%	25%	12%	3%	7.4%
CCN(CC)S(=O)(=O)c1ccc(N2CCOCC2)c(NC(=O)COc2ccc(Cl)cc2)c1	17%	24%	13%	-3%	?
O=C(CCc1nc(-c2ccc(Cl)cc2)no1)NC1CCCC1	-2%	71%	-3%	-3%	0.5%
Cc1cc(/C=C2/C(=N)N3C(=NC2=O)SN=C3S(C)(=O)=O)c(C)n1-c1ccc(F)cc1	4%	45%	-2%	-6%	3.2%
COc1ccccc1/C=N/n1nnnc1N	-3%	-5%	8%	18%	0.5%
CC(CCc1ccccc1)NC(=O)CC(C)c1ccccc1 (centres undefined)	-4%	36%	3%	0%	i
COc1ccc(NC(=S)N2CCc3ccccc3C2)cc1	5%	-1%	3%	-7%	5.8%
O=C(NCc1cccnc1)C(=O)N/N=C/c1ccc([N+](=O)[O-])cc1	-2%	-2%	5%	-2%	0.0%
CCN(CC)CC(O)CN1C(=O)NC(C)(C)C1=O (centres undefined)	3%	4%	0%	-6%	1.5%
CNC(=S)Nc1cc(C)ccc1OC(F)F	-8%	11%	-14%	-3%	i
Cc1c(C(=O)N2CCOCC2)c(S(=O)(=O)Nc2ccc(C(C)C)cc2)c(C)n1C	-3%	1%	-5%	-5%	i
Cc1ccccc1OCC(=O)OCC(=O)Nc1ccc(S(N)(=O)=O)cc1	9%	8%	-3%	6%	0.3%
O=C(c1ccc(N2CCCCS2(=O)=O)cc1)N1CCN(c2ccccc2F)CC1	0%	15%	2%	2%	0.6%
COCCN1CCN(C(=O)C2CCC(=O)N(Cc3ccc(Cl)cc3)C2)CC1 (centres undefined)	-5%	4%	-15%	8%	0.1%
O=C(O)c1ccc(Nc2nc3ccccc3nc2NS(=O)(=O)c2ccc(F)cc2)cc1	5%	16%	14%	1%	1.0%
COC(=O)c1ccc(C(=O)OC)c(NC(=O)CN(C)Cc2cccc(Cl)c2Cl)c1	10%	17%	-2%	-6%	1.9%
NC(=O)c1cc(S(=O)(=O)NCc2ccc(F)cc2)cs1	8%	26%	-30%	-100%	0.4%
CSc1nc(N2CCOCC2)c2ccccc2n1	4%	4%	-1%	11%	1.0%
NC(=S)N/N=C/c1ccc(C23CC4CC(CC(C4)C2)C3)cc1	?	?	5%	.	.
COc1ccc(S(=O)(=O)N2CCOCC2)cc1C(=O)Nc1cc(C)on1	-9%	-10%	0%	4%	1.9%
O=C(NNc1c([N+](=O)[O-])cc(C(F)(F)F)cc1[N+](=O)[O-])c1ccco1	4%	22%	-4%	12%	0.3%
COc1cc(C(=O)NN2C(=O)NC3(CCC(C)CC3)C2=O)ccc1OC(F)F (centres undefined)	-2%	3%	.	-13%	i
O=C(N/N=C/c1ccc2c(c1)OCO2)c1cc(-c2ccncc2)nc2ccccc12	2%	22%	-3%	-1%	11%
O=C(O)c1oc2ccccc2c1CSc1ccccn1	0%	15%	9%	-3%	i
Cc1cc(S(=O)(=O)N2CCN(c3ccccc3F)CC2)ccc1-n1cnnn1	-5%	4%	-2%	5%	i
